yeast cln2 rad14: NCI yeast anticancer drug screen, S. cerevisiae cln2 rad14 strain | 78,000 compounds, 8.3% hits | AID 165, 2004 | % growth inhibition at 50 µM;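 also: 0% = growth of vehicle-only cultures of the same strain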
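Readout is yeast growth inhibition versus vehicle-treated controls, using a strain with cln2 and rad14 alterations exposed to compound.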
yeast mlh1 rad18: NCI yeast anticancer drug screen, S. cerevisiae mlh1 rad18 strain | 79,000 compounds, 11% hits | AID 175, 2004 | % growth inhibition at 50 µM;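 also: 0% = growth of vehicle-only cultures of the same strain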
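Growth inhibition of the yeast strain was measured after compound exposure and expressed relative to vehicle-treated controls. The strain carries defined defects in DNA damage repair.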
yeast sgs1 mgt1: NCI yeast anticancer drug screen, S. cerevisiae sgs1 mgt1 strain | % growth inhibition at 50 µM | 78,000 compounds, 10% hits | AID 161, 2004;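 also: 0% = growth of vehicle-only cultures of the same strain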
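Mutant yeast exposed to compound; growth scored against vehicle-only wells.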
yeast rad50: NCI yeast anticancer drug screen, S. cerevisiae rad50 strain | % growth inhibition at 50 µM | 79,000 compounds, 10% hits | AID 155, 2004;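 also: 0% = growth of vehicle-only cultures of the same strain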
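A DNA repair-deficient yeast mutant serves as the test organism; compound-induced growth inhibition is calculated against vehicle-treated cells.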
yeast bub3: NCI yeast anticancer drug screen, S. cerevisiae bub3 mutant strain; growth inhibition, % at 50 µM; 78,000 compounds, 9.9% hits;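 also: 0% = growth of vehicle-only cultures of the same strain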
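Part of a panel of yeast mutants defective in DNA damage repair or cell cycle regulation. Each strain is grown with compound, and inhibition is calculated relative to solvent-treated cultures.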
yeast mec2-1: NCI yeast anticancer drug screen, S. cerevisiae mec2-1 strain. growth inhibition, % at 50 µM. 79,000 compounds, 9% hits;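 also: 0% = growth of vehicle-only cultures of the same strain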
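Growth inhibition is read against vehicle-treated controls after compound exposure of the mec2-1 yeast strain, which is defective in DNA damage repair or cell cycle control.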
Numbers without * were called inactive; & = joins results of further samples. Rule as the data show it: active = growth inhibition above about 70%; inactive = the rest.

No.	SMILES	yeast cln2 rad14	yeast mlh1 rad18	yeast sgs1 mgt1	yeast rad50	yeast bub3	yeast mec2-1
1	Cc1ccc(S(=O)(=O)N2CN3CN(C2)CN(S(=O)(=O)c2ccc(C)cc2)C3)cc1	9	-4	-9	0	6	-27
2	O=c1[nH]c(=S)[nH]c2ncn(C3OC(CO)C(O)C3O)c12 (stereo not drawn)	-10	-1	-8	-13	6	-4
3	O=[N+]([O-])c1ccc(N/N=C(/c2ccc3ccccc3c2)c2ccccc2F)c([N+](=O)[O-])c1	-12	-14	-12	-9	-2	-5
4	O=C(O)C1=C/C(=C\C=[N+]2c3cc(O)c(OC4OC(CO)C(O)C(O)C4O)cc3CC2C(=O)[O-])CC(C(=O)O)N1 (stereo not drawn)	-26	6	12	-10	6	-4
5	COc1ccc2c(c1)CCc1nc(N)nc(N)c1-2	-40	12	-14	-4	-16	4
6	COc1ccc2c(n1)Sc1c(Cl)nc(N)nc1N2	31	36	37	21	15	28
7	CN(C=O)c1ccccc1	12	3	6	4	2	2
8	Cc1ccc(S(=O)(=O)Oc2ccccc2C(=O)C2OC2c2ccccc2)cc1 (stereo not drawn)	0	17	22	-7	43	10
9	CCCC1(c2ccccc2)CNC(=O)NC1	-9	-3	2	-4	3	20
10	ClCCCOC1CCCCO1 (stereo not drawn)	27	1	-21	-20	-8	-40
11	CCCCCCCCCCCCCCCCC(CCCCCCCCCCCCCCCC)C1CCCCC1	-11	20	-19	22	-2	-4
12	c1ccc(N/N=C2/CCCC3/C(=N\Nc4ccccc4)CCCC23)cc1 (stereo not drawn)	74*	96*	63	98*	10	66
13	CC[N+](CC)(CC)CCCC(C)=O	-35	5	12	15	-8	22
14	Cc1cc(S(N)(=O)=O)c(SCc2nc(N)nc(N(C)C)n2)cc1Cl	9	8	-20	-31	-37	-22
15	CC(=O)/C(=C/n1c(=S)[nH]c2ccc([N+](=O)[O-])cc21)C(=O)Nc1ccc([N+](=O)[O-])cc1	27	-10	14	2	1	-8
16	CCCCCCCNC1=C(Cl)C(=O)c2ccccc2C1=O	-41	-2	1	-10	9	-12
17	O=CCCc1ccccc1	-30	56	-22	32	22	-22
18	C=CCNC(=S)N(Cc1ccccc1)Cc1ccccc1	83*	86*	92*	86*	89*	80*
19	CCCCCCOC(=O)C(N)Cc1ccc(OC)cc1 (stereo not drawn)	32	48	56	39	52	40
20	O=S(=O)(N=N/C=C1\C=CC=CN1O)c1cccs1	-1	-21	-8	-12	-26	6
21	CCOC(=O)c1sc2nc1CSc1sc(=S)sc1SCc1nc(sc1C(=O)OCC)-c1nc(c(C(=O)OCC)s1)CSc1sc(=S)sc1SCc1nc-2sc1C(=O)OCC	19	-16	-10	-7	7	0
22	CC(/C=C/c1ccccc1)=N/NS(=O)(=O)c1ccc(N)cc1	6	-17	-2	-2	-22	-31
23	NNS(=O)(=O)c1cc(C(=O)O)cc(C(=O)O)c1	18	-6	-23	2	-10	-8
24	CC1=C(C)Cc2c(-c3ccccc3)oc(-c3ccccc3)c2C1	26	-16	1	-13	-8	-12
25	O=C(O)CNc1ccc(Cl)c(Cl)c1	84*	89*	38	78*	87*	57
26	CC(=O)OC(c1ccccc1Cl)c1ccccc1Cl	8	59	70	60	38	42
27	S=C(n1ccnc1)n1ccnc1	15	-11	6	-15	-14	-31
28	Nc1nc(-c2ccccc2)c(CC(=O)O)c(-c2nc(N)nc(-c3ccccc3)c2CC(=O)O)n1	-7	-11	-19	-16	-15	-10
29	CCN(CC)S(=O)(=O)c1ccccc1	6	8	0	18	-5	-19
30	COc1ccc(N=Cc2ccc(N(CCC#N)S(=O)(=O)c3ccccc3)cc2C)cc1	13	-10	6	-9	-17	-11

Reformatted with values under each structure: entries from further up.
Order of results: yeast cln2 rad14 | yeast mlh1 rad18 | yeast sgs1 mgt1 | yeast rad50 | yeast bub3 | yeast mec2-1
22	CC(/C=C/c1ccccc1)=N/NS(=O)(=O)c1ccc(N)cc1
→ 6 | -17 | -2 | -2 | -22 | -31
23	NNS(=O)(=O)c1cc(C(=O)O)cc(C(=O)O)c1
→ 18 | -6 | -23 | 2 | -10 | -8
24	CC1=C(C)Cc2c(-c3ccccc3)oc(-c3ccccc3)c2C1
→ 26 | -16 | 1 | -13 | -8 | -12
25	O=C(O)CNc1ccc(Cl)c(Cl)c1
→ 84* | 89* | 38 | 78* | 87* | 57
26	CC(=O)OC(c1ccccc1Cl)c1ccccc1Cl
→ 8 | 59 | 70 | 60 | 38 | 42
27	S=C(n1ccnc1)n1ccnc1
→ 15 | -11 | 6 | -15 | -14 | -31
28	Nc1nc(-c2ccccc2)c(CC(=O)O)c(-c2nc(N)nc(-c3ccccc3)c2CC(=O)O)n1
→ -7 | -11 | -19 | -16 | -15 | -10

Further entries:
No.	SMILES	yeast cln2 rad14	yeast mlh1 rad18	yeast sgs1 mgt1	yeast rad50	yeast bub3	yeast mec2-1
31	O=S(=O)(O)c1cc(N=Nc2ccc(O)c(O)c2)ccc1/C=C/c1ccc(N=Nc2ccc(O)c(O)c2)cc1S(=O)(=O)O	19	75*	69	57	76*	68
32	OC1CCCCCCCCCCC1SCCCCl (stereo not drawn)	9	-35	-13	5	-18	5
33	COC1(CO)C(=O)N(C)CC(=O)N1C (stereo not drawn)	100*	99*	99*	99*	100*	100*
34	O=[N+]([O-])c1ccc(N/N=C\C2CC=C3c4ccccc4CCC3C2/C=N\Nc2ccc([N+](=O)[O-])cc2[N+](=O)[O-])c([N+](=O)[O-])c1 (stereo not drawn)	-10	-6	-15	1	-3	3
35	CCOc1ccc2nc(/C=C/c3ccccc3)ccc2c1	-4	15	14	14	10	-4
36	CCOC(=O)COc1c(C(C)CC)cc([N+](=O)[O-])cc1[N+](=O)[O-] (stereo not drawn)	31	55	23	41	49	25
37	CSCCC(NC(=O)CNC(=O)CNC(=O)OCc1ccccc1)C(=O)O (stereo not drawn)	98*	97*	93*	96*	99*	99*
38	CCOC(=O)c1sc2nc(-c3ccccc3)nn2c1CBr	24	49	12	17	19	4
39	COc1ccc(NC(=O)CC(=O)N/N=C/c2ccc(N(CCC#N)S(=O)(=O)c3ccccc3)cc2)cc1	8	-3	-30	-36	-11	-12
40	CC(=O)OCC(OC(C)=O)C(OC(C)=O)C(OC(C)=O)C(OC(C)=O)C(SCc1ccccc1)SCc1ccccc1 (stereo not drawn)	-2	-6	2	21	6	1
41	Nc1cc(N)c2[nH]c(=O)c3ccccc3c2c1	24	60	20	57	52	39
42	O=C1OC(=O)C2C(c3ccccc3)=C(c3ccccc3)C(c3ccccc3)=C(c3ccccc3)C12 (stereo not drawn)	76*	62	54	61	56	50
43	O=Cc1cc(Br)ccc1O	69&48	99*	96*	95*	98*	98*
44	CCc1c(C)nc2cc(-c3cc(C)n4c(=O)c(CC)c(C)nc4c3)cc(C)n2c1=O	1	4	-13	2	3	10
45	Cc1ccc2nc(NC(=O)/C(Cc3nc4ccc(Cl)cc4[nH]c3=O)=N\NC(C)(C)C)sc2c1	-38	7	-5	32	9	1

Entries of single compounds, quoted from the list:
Profile of O=C1OC(=O)C2C(c3ccccc3)=C(c3ccccc3)C(c3ccccc3)=C(c3ccccc3)C12 (stereo not drawn) : yeast cln2 rad14: 76*; yeast mlh1 rad18: 62; yeast sgs1 mgt1: 54; yeast rad50: 61; yeast bub3: 56; yeast mec2-1: 50
Profile of COc1ccc(NC(=O)CC(=O)N/N=C/c2ccc(N(CCC#N)S(=O)(=O)c3ccccc3)cc2)cc1 : yeast cln2 rad14: 8; yeast mlh1 rad18: -3; yeast sgs1 mgt1: -30; yeast rad50: -36; yeast bub3: -11; yeast mec2-1: -12

More records.
No.	SMILES	yeast cln2 rad14	yeast mlh1 rad18	yeast sgs1 mgt1	yeast rad50	yeast bub3	yeast mec2-1
46	CCOP(=O)(OCC)c1c(C(=O)OC)cc(=O)[nH]c1-c1ccc(C)cc1	25	61	40	45	54	23
47	CCOC(=O)Cn1c(C)nc2nn(Cc3ccccc3)cc2c1=O	-1	-31	-36	-50	-33	-56
48	CC(C)(O)C1COC2=C1C(=O)c1ccccc1C2=O (stereo not drawn)	13	-36	25	12	7	-10
49	CC(=NNC(=S)Nc1cccc(C)c1)c1cccc(C(C)=NNC(=S)Nc2cccc(C)c2)n1	29	47	63	37	35	41
50	COc1ccc(/C=C(\C)C=C(C#N)C#N)cc1	38	60	52	46	45	40
51	CC(C)(C1CCC([Si](C2CCCCC2)(C2CCCCC2)C2CCCCC2)CC1)[Si](C1CCCCC1)(C1CCCCC1)C1CCCCC1 (stereo not drawn)	-7	-2	-14	8	3	0
52	O=[N+]([O-])C(=C(N1CCCCC1)N1CCCCC1)/C(Cl)=C(\Cl)Br	-2	-1	3	-32	-7	11
53	NC(=O)NC(=O)OCCOC(=O)NC(N)=O	-17	-13	-13	-28	-9	-12
54	CC(=O)C(N=NC1CCC(S(=O)(=O)NB2N=CS2)CC1)C(=O)Nc1ccccc1C (stereo not drawn)	16	15	-6	-32	9	-1
55	CC(=O)OC1CC2C(C)(C)C(=O)C=CC2(C)C2CCC3(C)C(c4ccoc4)OC(=O)C4OC43C12C (stereo not drawn)	19	-10	31	9	20	33
56	Cc1cccc(-c2nc(N)nc(N)n2)c1	19	22	-1	12	7	-9
57	O=C(NC(Cc1ccc(O)cc1)C(=O)O)SCc1ccccc1 (stereo not drawn)	-52	-12	23	-26	23	21
58	COc1cc(C(=O)Nc2ccc(N(C)C)cc2C)cc(OC)c1OC	-17	7	-14	-6	-12	14
59	CC(C)(O)Cc1ccc(Cl)cc1	-37	-37	16	-2	-49	11
60	NC1CC1	-10	-23	-5	-8	12	-1

Sorted by molar mass (highest first): part of the list above.
No.	SMILES	yeast cln2 rad14	yeast mlh1 rad18	yeast sgs1 mgt1	yeast rad50	yeast bub3	yeast mec2-1
49	CC(=NNC(=S)Nc1cccc(C)c1)c1cccc(C(C)=NNC(=S)Nc2cccc(C)c2)n1	29	47	63	37	35	41
46	CCOP(=O)(OCC)c1c(C(=O)OC)cc(=O)[nH]c1-c1ccc(C)cc1	25	61	40	45	54	23
58	COc1cc(C(=O)Nc2ccc(N(C)C)cc2C)cc(OC)c1OC	-17	7	-14	-6	-12	14

Other structures follow:
No.	SMILES	yeast cln2 rad14	yeast mlh1 rad18	yeast sgs1 mgt1	yeast rad50	yeast bub3	yeast mec2-1
61	COc1cc2cnc(-c3ccncc3)c(O)c2cc1OC	2	29	37	31	36	41
62	CC(=O)Nc1ccc(S(N)(=O)=O)cc1	-5&12	37&14	21&16	-35&17	-4&2	9&16
63	Nc1nc(N)c(N=Nc2ccc(S(=O)(=O)O)cc2)c(N)n1	-21	10	4	-5	2	-5
64	O=C(O)C1Cc2c([nH]c3ccccc23)C=N1 (stereo not drawn)	22	34	-2	28	16	12
65	O=[N+]([O-])c1ccccc1NC1CCN(CCCC2(c3ccc(F)cc3)OCCO2)CC1	93*	99*	99*	99*	41	98*
66	O=[N+]([O-])c1ccc(S(=O)(=O)Cl)cc1	23&36	52&52	44&31	20&53	6&28	7&-4
67	CCn1c(=O)ccc2ccc(N(CCO)CCO)nc21	-4	10	0	-20	-9	8
68	CCOc1ccccc1C(=O)OCCc1ccccc1	3	9	33	14	17	9
69	CCCCCC(O)c1ccc2c(c1)OCO2 (stereo not drawn)	2	0	10	14	-9	13
70	Cc1nn(C(=O)c2cccnc2)c(-c2ccccc2)c1N=Nc1ccc(C(=O)O)cc1	29	19	5	-16	-3	11
71	COc1ccc2nc3c(Cl)cccc3c(Cl)c2c1	5	82*	3	28	7	39
72	c1ccc(NCNC2Nc3ccccc3N2)cc1	-3	12	12	-26	-21	-13
73	CCCCCc1c(CCCC)c(=O)[nH]c2cc(CNCC(OC)OC)ccc12	86*	87*	91*	89*	91*	91*
74	CC(C)(C)N=C1CC(C)(C)c2ccccc2C(=Nc2ccccc2)S1	24	15	25	23	8	10
75	Clc1ccc2ccc3ccc(Cl)nc3c2n1	-18	10	26	18	8	20
76	CCOC(=O)C(C)(C)OC(C)=O	14	2	20	39	4	21
77	O=C=Nc1ccc([N+](=O)[O-])cc1	-21	-9	1	-1	33	16
78	C[N+]1(C)CCCC(O)(C(=O)c2ccccc2)C1 (stereo not drawn)	7	17	-14	-5	-2	-10
79	CCCCCCN=C(N)N	-4	-1	-2	2	0	-1

Screen by screen, quoted from above:
yeast sgs1 mgt1, entries 76 to 79: 20, 1, -14, -2
